WT yeast gro inh: growth inhibition of WT yeast, mitochondrial fusion screen; mitochondrial fusion phenotypic screen, WT strain; 190,000 tested, 2.1% active; inhibition, % at 10 µM; AID 1362; in the data active = inhibition above about 58%; tested in S. cerevisiae
NTR1 ag: NTR1-driven beta-arrestin-GFP spot formation – imaging, U2OS cells, high content, primary screen (AID 493036); agonist mode; P30989; activation, % at 20 µM; 330,000 tested, 0.17% active;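 active = activation at or above 40% of the spot to cytoplasm intensity ratio, with at least 20 cells analyzed; inconclusive = wells under 20 cells, flagged as cytotoxic or low count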;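 note: 0% = DMSO without peptide and 100% = 100 nM NTR1 peptide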
Target sequence (P30989 whole entry, looked up): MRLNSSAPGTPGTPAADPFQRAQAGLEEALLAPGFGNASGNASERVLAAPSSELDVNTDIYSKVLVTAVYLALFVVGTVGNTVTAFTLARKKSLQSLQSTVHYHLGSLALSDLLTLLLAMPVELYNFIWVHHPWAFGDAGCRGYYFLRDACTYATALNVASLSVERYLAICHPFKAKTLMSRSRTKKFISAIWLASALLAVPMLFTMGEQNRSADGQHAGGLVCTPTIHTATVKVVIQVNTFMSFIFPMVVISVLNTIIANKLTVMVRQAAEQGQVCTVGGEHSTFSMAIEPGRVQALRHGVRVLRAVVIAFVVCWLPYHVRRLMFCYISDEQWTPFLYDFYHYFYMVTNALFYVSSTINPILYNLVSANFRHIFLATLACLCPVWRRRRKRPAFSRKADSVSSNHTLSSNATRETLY
AID2073: disruptors of CaV2.2 binding to Mint1 – biochemical, HTRF (AID 2073); HTRF protein-protein interaction, Mint1-CaV2.2; higher % means a stronger effect; one-dose inhibition, % at 20 µM; IC50 in µM for titrated hits; 290,000 tested, 0.19% active; in the data active = inhibition mostly above about 51%, no sharp cut-off; inconclusive = no clear call, values can overlap the other calls; inactive = mostly below about 53%; note: some results filed as inactive read as strong as hits
UTI89 phage lysis: inhibition of K1F phage lysis, E. coli UTI89, bacterial capsule biogenesis inhibitors, alamar blue (AID 488966). E. coli UTI89 K1F phage lysis, alamar blue, 2 h; higher % means a stronger effect. inhibition, % at 100 µM; hits with a dose series show IC50 in µM. 340,000 tested, 0.02% active;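 active = phage lysis inhibition, versus mean bacterial control, above a set limit; inconclusive = no clear call, values can overlap the other calls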;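 note: capsule biogenesis inhibitors block K1F phage lysis so surviving cells raise fluorescence; higher fluorescence means more inhibition of phage lysis; actives were called in the ten point dose series up to 300 µM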
Autophagy mod: autophagy modulation, high-content screen; calls only at 10 µM (by protocol); MEF GFP-LC3 puncta imaging; test concentration mostly 10 µM; 190,000 tested, 0.98% active;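 active = percentage of spot-positive cells more than 3 SD above its plate mean, without a fluorescence outlier flag or 80% toxicity; inconclusive = no clear call, values can overlap the other calls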;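 note: spot-positive cell cutoff set from DMSO-treated cells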
RSV antiviral HEp-2: inhibition of RSV-induced cytopathic effect – HEp-2 cells, primary 10 µM value included (AID 2391); HEp-2 cells, RSV-induced CPE inhibition; higher % means a stronger effect; CPE inhibition, % at 10 µM, or IC50 in µM where a hit was titrated; 310,000 tested, 0.13% active; in the data active = a potency from the dose series; inconclusive = CPE inhibition mostly from about 23% at the one dose, without a potency; inactive = the rest, 99 in 100 with CPE inhibition below about 21%; note: strong numbers were not always called active
GPR35 antagonists: GPR35 antagonists blocking zaprinast-driven arrestin recruitment, primary screen, imaging, U2OS, beta-arrestin-GFP, zaprinast agonist (AID 2058); U2OS GPR35 beta-arrestin-GFP translocation imaging, zaprinast antagonism; higher % means a stronger effect; inhibition, % at 10 µM, or IC50 in µM where a hit was titrated; 290,000 tested, 0.052% active;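 active = inhibition of at least 50% with at least 30 cells and total cytoplasm GFP at most 10,000,000; inconclusive = under 30 cells or total GFP of 10,000,000 plus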
NS5 inhibitors: flavivirus cap methylation enzyme inhibition – biochemical, confirmation dose response, primary screen (AID 588689). 340,000 tested, 0.3% active. inhibition, % at 25 µM, or IC50 in µM where a hit was titrated. Dengue-2 NS5 methyltransferase capping enzyme assay, biochemical; higher % means a stronger effect; in the data active = a potency from the dose series; inconclusive = inhibition above about 29% without an active follow-up result
LYP phosphatase: inhibitors of LYP phosphatase, biochemical, fluorescence intensity, uHTS (AID 1779) | one-dose inhibition, % at 11.5 µM; IC50 in µM for titrated hits | 290,000 tested, 0.054% active | recombinant LYP phosphatase, fluorescence intensity; higher % means a stronger effect; in the data active = inhibition above about 50%;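 note: plate controls were vehicle with enzyme for no effect and no enzyme for full effect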
WT yeast gro inh mutant strain: second read-out of WT yeast gro inh, no call of its own (marks repeat the call); inhibition, %; mitochondrial fusion phenotypic screen, mutant strain inhibition
Autophagy mod cell loss 18 h: recorded beside Autophagy mod, whose call it bears; toxicity, %; measured here: cell loss, nuclei count;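 cell loss after 18 h compound exposure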
NTR1 ag cell count 20 µM: also measured in NTR1 ag; calls as there; cell count; measured here: cell count, cytotoxicity flag
NS5 inhibitors pilot replicate: also measured in NS5 inhibitors; calls as there; inhibition, %; measured here: pilot screen replicate inhibition
Numbers without * were called inactive; i = inactive; ? = inconclusive; · = no result given; + = active, no number; [ ] = another dose, or the depositor's remark.

SMILES	WT yeast gro inh	WT yeast gro inh mutant strain	NTR1 ag	NTR1 ag cell count 20 µM	AID2073	UTI89 phage lysis	Autophagy mod	Autophagy mod cell loss 18 h	RSV antiviral HEp-2	GPR35 antagonists	NS5 inhibitors	LYP phosphatase	others
COc1ccc(-n2ccnc2SCC(=O)NCc2ccc3c(c2)OCO3)cc1	-20	-10	0.5	45	10%	0.2%	i	-9	-0.4%	5%	1%	-5%
CCCCSCCCNC(=O)C1CCC(CNS(=O)(=O)c2ccccc2)CC1 (stereo not given)	·	·	-0.6	104	14%	0.2%	·	·	3.4%	10%	-4%	0%
COc1ccccc1CNC(=O)C(=O)c1cn(CC(=O)N2CCCC2)c2ccccc12	·	·	1.6	69	10%	0.9%[50 µM]	·	·	-0.2%	-2%	-6%	-6%
CC(C)c1ccc(NC(=S)NC2CCCCCC2)cc1	47	38	3.0	53	5%	0.2%	i	0	0.8%	-8%	-3%	-6%
CCCc1ccc(Oc2cc(N3CCOCC3)nc(-c3ccccc3)n2)cc1	·	·	5.7	76	·	-0.2%	i	0	-1.4%	·	-3%	·
CC(C)CC(=O)N1CC(=O)Nc2ccc(F)cc2C1c1ccccc1 (stereo not given)	·	·	0.2	68	9%	0.4%	·	·	4.7%	2%	-7%	-7%
O=C1OC(NC(=O)c2ccccc2)C(N2CCOCC2)=C1Cl (stereo not given)	21	18	-2.1	98	-4%	0.7%	i	2	0.9%	-10%	3%	-3%
O=C(O)CC(c1ccc(Cl)cc1)n1cccc1 (stereo not given)	-17	13	-1.8	42	11%	0.2%	i	11	0.3%	-14%	-10%	-5%
Cn1nnc(NC(=O)c2ccc(Br)o2)n1	·	·	-1.2	51	2%	1.0%	·	·	0.8%	4%	-8%	-2%
O=C(Nc1nonc1-c1ccc(F)cc1)c1ccco1	·	·	0.9	59	6%	0.2%	·	·	1.3%	-4%	0%	-14%
Cc1ccc(S(=O)(=O)N(CC(=O)N2CCc3ccccc3C2)c2cccc(Cl)c2)cc1	8	4	2.6	58	-6%	0.5%	i	-2	21%	-16%	3%	2%
COCCn1ccc(O)c(Cc2ccccc2)c1=O	1	7	0.5	47	9%	-0.3%	i	-25	0.1%	-15%	8%	1%
Cc1cccc(C)c1N(CC(=O)N1CCN(C)CC1)S(C)(=O)=O	3	6	0.2	47	11%	3.7%	i	-2	1.5%	-9%	2%	-14%
CN(NC(=O)c1ccccc1F)c1nc(C(F)(F)F)nc2ccccc12	-16	9	-0.1	79	38%	0.5%	i	65	8.5%	-7%	-1%	-2%
Cc1sc2ncnc(N3CCC(C(=O)N(C)CC(=O)Nc4ccccc4Br)CC3)c2c1C	·	·	4.1	51	7%	-0.3%	·	·	17%	-13%	-6%	-16%
Cc1cc(C(=O)NNC(=S)NC(C)c2ccccc2)cs1 (stereo not given)	-10	-3	-2.6	40	-23%	-1.2%	i	-7	1.9%	23%	-4%	-6%
O=C1COc2ccc(C(=O)CSc3nnc(Cc4cccs4)n3-c3ccc(Cl)cc3)cc2N1	19	5	10	60	1%	-3.5%	i	-6	0.1%	2%	-8%	8%
CC(C(=O)Nc1ccccc1-c1ccccc1)N1CCN(C(=O)c2ccccc2)CC1 (stereo not given)	·	·	-0.6	58	2%	-0.2%	·	·	-2.7%	10%	-9%	-2%
CCCNC(=O)Cn1c(=O)/c(=C\c2ccc(-c3ccc([N+](=O)[O-])cc3)o2)s/c1=C\C(=O)C(C)(C)C	8	-16	·	·	35%	0.0%	?	·	-0.1%	?	25%	3%
Cn1cccc1Cc1nnc(SCC(=O)Nc2ccc(Cl)cc2)n1-c1ccc(F)cc1	7	12	5.9	52	-1%	-4.0%	+	3.2*	2.1%	5%	-4%	-1%
C[C@@H]1C=C[C@](Cc2ccccc2)(C(=O)O)N1C(=O)c1ccccc1	·	·	-0.2	89	·	0.2%	·	·	2.2%	·	5%	·
C[C@H](NC(=O)c1ccc(Cl)cc1)C(=O)NCCc1ccc(S(N)(=O)=O)cc1	0	3	1.6	38	12%	0.2%	i	9	1.4%	5%	-1%	-8%
Cc1ccc(S(=O)(=O)CC(=O)Nc2ccc(S(=O)(=O)Nc3ccccn3)cc2)cc1	-5	12	-1.1	46	-4%	0.1%	i	9	-0.1%	-3%	-6%	-5%
COc1ccc(N2C(=O)C3CCCN3C2c2cccc(C)c2)cc1 (stereo not given)	-19	-9	2.3	52	21%	2.3%	i	2	0.7%	23%	-1%	-9%
CCC(C)NC(=O)N1c2ccccc2Sc2ccccc21 (stereo not given)	·	·	0.9	54	-14%	-0.7%	·	·	1.1%	4%	8%	-1%

Quoted at random: 6 entries already listed
SMILES	WT yeast gro inh	WT yeast gro inh mutant strain	NTR1 ag	NTR1 ag cell count 20 µM	AID2073	UTI89 phage lysis	Autophagy mod	Autophagy mod cell loss 18 h	RSV antiviral HEp-2	GPR35 antagonists	NS5 inhibitors	LYP phosphatase	others
CC(C)c1ccc(NC(=S)NC2CCCCCC2)cc1	47	38	3.0	53	5%	0.2%	i	0	0.8%	-8%	-3%	-6%
Cc1cc(C(=O)NNC(=S)NC(C)c2ccccc2)cs1 (stereo not given)	-10	-3	-2.6	40	-23%	-1.2%	i	-7	1.9%	23%	-4%	-6%
CC(C(=O)Nc1ccccc1-c1ccccc1)N1CCN(C(=O)c2ccccc2)CC1 (stereo not given)	·	·	-0.6	58	2%	-0.2%	·	·	-2.7%	10%	-9%	-2%
COc1ccc(-n2ccnc2SCC(=O)NCc2ccc3c(c2)OCO3)cc1	-20	-10	0.5	45	10%	0.2%	i	-9	-0.4%	5%	1%	-5%
Cn1cccc1Cc1nnc(SCC(=O)Nc2ccc(Cl)cc2)n1-c1ccc(F)cc1	7	12	5.9	52	-1%	-4.0%	+	3.2*	2.1%	5%	-4%	-1%
Cc1sc2ncnc(N3CCC(C(=O)N(C)CC(=O)Nc4ccccc4Br)CC3)c2c1C	·	·	4.1	51	7%	-0.3%	·	·	17%	-13%	-6%	-16%

Later entries:
SMILES	WT yeast gro inh	WT yeast gro inh mutant strain	NTR1 ag	NTR1 ag cell count 20 µM	AID2073	UTI89 phage lysis	Autophagy mod	Autophagy mod cell loss 18 h	RSV antiviral HEp-2	GPR35 antagonists	NS5 inhibitors	LYP phosphatase	others
CCN1C(=O)/C(=C/C2=Cc3ccccc3OC2C)SC1=S (stereo not given)	·	·	-1.0	49	22%	·	·	·	2.6%	9%	·	0%
Cn1c(CN2CCCC(C(=O)c3ccc4c(c3)OCO4)C2)nc2ccccc21 (stereo not given)	22	13	-0.4	72	-8%	-0.1%	i	17	-0.4%	-4%	-3%	-4%
CN(CC(=O)Nc1cccc(F)c1)C(=O)c1ccccc1Cc1ccccc1	·	·	4.1	68	·	0.6%[50 µM]	·	·	4.7%	·	0%	·
Cc1cc(C)c(C#N)c(SCC(=O)c2cccs2)n1	4	-5	-3.0	92	14%	0.3%	i	24	-0.2%	-3%	10%	-9%	NS5 inhibitors pilot replicate=0.4
O=C(COC(=O)CCc1ccccc1)NC(c1ccccc1)c1ccccc1	-15	-6	1.1	63	-7%	0.2%[50 µM]	i	-6	1.4%	0%	-8%	-3%
Cc1ccc2cc3c(NC(=O)c4ccco4)nn(C)c3nc2c1	-2	9	0.9	58	27%	0.1%	i	3	6.2%	10%	1%	-2%
COc1nc(-c2ccccc2)cc(-c2ccc(OC)c(OC)c2)n1	4	9	11	83	13%	2.6%	i	-7	2.1%	3%	-5%	4%
COc1ccc2c(-c3ccccc3)cc(N3CCOCC3)nc2c1	21	1	0.6	38	-5%	-0.7%	i	-16	0.2%	-9%	-2%	73%*
COCCOC(=O)c1sc(=S)n(CCOC)c1N	6	8	2.3	68	13%	0.4%	i	-1	-0.3%	9%	28%	-5%
N#Cc1c(N)n(-c2cccc(O)c2)c2nc3ccccc3nc12	·	·	0.0	71	?	0.9%	·	·	-1.1%	-2%	-5%	-18%
O=C(COC(=O)c1cccs1)NCCCc1ccccc1	3	9	-0.3	45	-16%	0.2%	i	5	-1.5%	2%	-5%	-5%
COc1ccc(CNC(=O)CN(c2ccc(OC)cc2)S(=O)(=O)c2c(C)nn(C)c2C)cc1	-1	-20	1.2	75	-4%	0.1%[50 µM]	i	2	1.7%	11%	-4%	0%
COc1ccc(C(=O)NC(=S)NNC(=O)c2ccc3ccccc3n2)cc1	·	·	3.3	46	-27%	0.8%	·	·	·	6%	-6%	-7%
O=c1cc(O)nc(SCc2ccccc2)n1-c1ccc(Cl)cc1	-9	8	-0.1	64	27%	0.3%	i	0	2.3%	-8%	-5%	4%
COC(=O)c1ccccc1NC(=O)Cn1nc2n(C)c3ccccc3n2c(=O)c1=O	-20	2	-0.5	48	4%	·	i	11	2.7%	-8%	·	-3%
Cc1cc(C(=O)Nc2cccc(O)c2)co1	-10	-4	0.6	43	8%	1.1%	i	20	1.0%	-13%	-2%	-6%
O=C(CSc1nnc2ccc(-c3cccnc3)nn12)Nc1ccccc1	·	·	0.6	75	·	0.6%[50 µM]	·	·	0.2%	·	-12%	·
C1=CC2CCC1ON2c1ccccc1 (stereo not given)	-1	-8	2.8	47	4%	0.7%	i	-4	1.4%	13%	6%	1%
COc1ccc2nc(NC3=NC(c4ccccc4)CC(=O)N3)nc(C)c2c1 (stereo not given)	4	1	1.3	67	3%	1.0%[50 µM]	i	6	2.2%	-18%	-8%	2%

In the list so far, these have a COOH group.
SMILES	WT yeast gro inh	WT yeast gro inh mutant strain	NTR1 ag	NTR1 ag cell count 20 µM	AID2073	UTI89 phage lysis	Autophagy mod	Autophagy mod cell loss 18 h	RSV antiviral HEp-2	GPR35 antagonists	NS5 inhibitors	LYP phosphatase	others
O=C(O)CC(c1ccc(Cl)cc1)n1cccc1 (stereo not given)	-17	13	-1.8	42	11%	0.2%	i	11	0.3%	-14%	-10%	-5%
C[C@@H]1C=C[C@](Cc2ccccc2)(C(=O)O)N1C(=O)c1ccccc1	·	·	-0.2	89	·	0.2%	·	·	2.2%	·	5%	·

Screening data (PubChem BioAssay)
